Bioassay records deposited in PubChem BioAssay by National Center for Advancing Translational Sciences (NCATS).
KB-3-1 cytotox – KB-3-1 parental cell cytotoxicity; KB-3-1 viability, CellTiter-Glo ATP luminescence, 72 h; Potency, µM (top dose mostly 46.1 µM), without a hit: at the top dose activity change, negative = cytotoxic, most hits filed as cytotoxic; 400,000 tested, 1.4% active; further: potency means the concentration at half of the fitted maximal effect; on the % scale 0 is the no-effect control and ±100 the full control effect; nearly all actives have a fitted effect of over 60% in size
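Here the drug-naive KB-3-1 line serves as comparator for MDR sub-line selectivity; cells received compound titrations, 72 h at 37 °C, then CellTiter-Glo readout.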
HT1080 IDH1KD tx – toxicity to HT-1080 IDH1 knockdown cells (counter line); HT-1080 IDH1 knockdown viability, ATP luminescence, 48 h; Potency, µM (doses to about 46.1 µM), without a hit: at the top dose activity, negative = toxicity, hits mostly cytotoxic; 360,000 tested, 2% active; AID 686971;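 further: potency means the concentration at half of the fitted maximal effect; 0% = DMSO wells and -100% = cell-free medium wells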
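IDH1KD HT-1080 cells, 750/well, RPMI + 5% FBS; compound pinned after 2 h settling; 48 h, 37 °C; CellTiter-Glo luminescence; % activity normalised to DMSO and no-cell wells; curves fitted, classed by r2 and efficacy.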
KB-V1 MDR tox – KB-V1 MDR subline cytotoxicity. KB-V1 MDR cells viability, CellTiter-Glo, 72 h. Potency, µM (top dose mostly 46.1 µM), inactives show top-dose activity change, negative = cytotoxicity, actives largely listed as cytotoxic. 400,000 tested, 3.4% active. AID 1347076; further: potency means the concentration at half of the fitted maximal effect; on the % scale 0 is the no-effect control and ±100 the full control effect; nearly all actives have a fitted effect of over 60% in size
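Following 72 h at 37 degrees C with compound, KB-V1 cell viability was read by CellTiter-Glo luminescence, medium being phenol-red-free DMEM plus 10% FBS; concentration-response parameters came from normalized, curve-fitted qHTS data.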
HT1080-NT tox – kills 2HG-producing HT-1080-NT fibrosarcoma cells; HT-1080-NT fibrosarcoma viability, CellTiter-Glo ATP luminescence, 48 h; Potency, µM (highest dose often 46.1 µM), for the others: at the highest dose activity, negative = less viability, most hits filed as cytotoxic; 360,000 tested, 1.6% active; AID 686970;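 further: NT is the 2HG producing partner of a matched IDH1 knockdown line; potency means the concentration at half of the fitted maximal effect; 0% = DMSO-treated cells and -100% = media-only wells without cells; nearly all actives have a fitted effect of over 55% in size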
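A 48-hour cytotoxicity screen used HT-1080-NT cells plated 2 hours before compound delivery. ATP-based CellTiter-Glo luminescence measured viability, normalized to DMSO and no-cell controls.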
SW480 rereplic – induces DNA re-replication in SW480 colon adenocarcinoma cells. SW480 DNA re-replication, Hoechst DNA content imaging, 48 h. Potency, µM (series often up to 46.1 µM), for the others: top-dose re-replication activation, hits mostly activators. 340,000 tested, 1.8% active. AID 624297; further: potency means the concentration at half of the fitted maximal effect; % of control where 0% means no effect; nearly all actives have a fitted effect of over 55% in size
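First, 250 cells per well were seeded. Next, compound or vehicle (23 nL) was pinned in, plates sat 48 hr at 37 C. Finally Hoechst was added for 40 min before fluorescence scanning.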
IL1B secr inh – inhibitors of inflammasome signaling (IL-1 beta secretion); 360,000 tested, 4.7% active; activity change, % at 57.5 µM; THP-1 LPS/ATP IL-1B secretion, AlphaLISA, 16 h; stronger effect = lower value; AID 743279; in the data active means activity change below about -50%; inconclusive means mostly about -30% to -49%; further: on the % scale 0 is the no-effect control and ±100 the full control effect
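THP-1 cells pretreated 1 hr with compounds (up to 57.5 uM final), then stimulated with LPS (250 ng/mL final) plus ATP (1.25 mM final); secreted IL-1B measured by AlphaLISA after 16 hr, decreased signal indicating inhibition.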
MCF10A rerep – induces DNA re-replication in MCF 10a normal breast cells; MCF 10A DNA re-replication, Hoechst nuclear intensity, 48 h; Potency, µM (top dose mostly 46.1 µM), for the others: at the top dose activity, positive = re-replication, most hits filed as activators; 350,000 tested, 2.9% active; AID 624296; further: potency means the concentration at half of the fitted maximal effect; % of control where 0% means no effect; nearly all actives have a fitted effect of over 50% in size
HEK293 tox – cytotoxicity in counter-screen for GLP-1R inverse agonists; Potency, µM (highest dose often 38.3 µM), for the others: top-dose activity change, negative = inhibition, hits mostly inhibitors; 410,000 tested, 0.13% active; HEK293 cAMP-luciferase reporter cells, luminescence, 24 h;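 further: loss of luciferase light is scored as toxicity; potency means the concentration at half of the fitted maximal effect; on the % scale 0 is the no-effect control and ±100 the full control effect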
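Quantitative HTS format, 1536 wells, 200 cells/uL seeded. Compounds: 23 nL, 24 h, 37 °C. Detection: luciferase reagent, luminescence at 12 min RT; decreased signal taken as cytotoxic.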
DRD3 agonist – agonists of human D3 dopamine receptor; D3R DiscoveRx beta-arrestin cells, luminescence, 90 min; max activation, %; AID 652048; 410,000 tested, 0.58% active; P35462; in the data active means max activation above about 30%; further: 0% is about no effect; mostly tested at two doses, the higher about 12 µM
Target sequence (P35462 whole entry, looked up): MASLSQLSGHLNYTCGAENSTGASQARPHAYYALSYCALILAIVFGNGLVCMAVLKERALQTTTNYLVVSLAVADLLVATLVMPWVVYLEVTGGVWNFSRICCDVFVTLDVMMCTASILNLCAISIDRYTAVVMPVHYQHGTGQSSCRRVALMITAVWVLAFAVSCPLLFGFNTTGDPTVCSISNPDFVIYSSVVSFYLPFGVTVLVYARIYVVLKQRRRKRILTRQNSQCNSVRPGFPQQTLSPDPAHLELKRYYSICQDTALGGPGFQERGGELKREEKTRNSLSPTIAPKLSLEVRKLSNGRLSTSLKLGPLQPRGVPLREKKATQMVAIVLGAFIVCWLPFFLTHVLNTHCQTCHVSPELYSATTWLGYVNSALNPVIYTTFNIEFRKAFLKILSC
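Agonist-mode cell screen: cells plated at 1500/well and incubated overnight at 37 °C, then exposed to library compounds for 90 min at 37 °C. Detection reagent was added for 30–60 min at room temperature, and luminescence was read.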
* marks the source's active call; other numbers are inactive results; ? = inconclusive; / = not tested or not shown; [ ] = remark or other dose. Unless noted, the call rests on the fitted dose curve; in most records, active means well fitted curve in the direction sought with a large enough effect; inconclusive means small, poorly fitted or top-dose-only effect, or another doubt; inactive means no such curve, though single readings can be large; an effect the other way counts as inactive or inconclusive.

SMILES	KB-3-1 cytotox	HT1080 IDH1KD tx	KB-V1 MDR tox	HT1080-NT tox	SW480 rereplic	IL1B secr inh	MCF10A rerep	HEK293 tox	DRD3 agonist
CCN1C(=O)[C@H]2[C@@H](c3ccc(OC)cc3)N[C@]3(CCCN(Cc4ccc(C(F)(F)F)cc4)C3=O)[C@H]2C1=O	3%	-1%	-3%	0%	/	1	/	0%	-13
CCN(CC)C(=O)c1cccc(-c2csc(C(O)c3cccc(Cl)c3)n2)c1 (stereo not given)	-2%	?	?	?	/	-24	/	-4%	7
Cn1c(C(=O)N2CCN(c3nc4ccccc4s3)CC2)cc2sccc21	-24%	-1%	0%	-2%	6%	-12	1%	3%	11
Cc1nnc(SCC(=O)N2CCN(S(=O)(=O)c3ccc(Cl)cc3)CC2)[nH]c1=O	0%	11%	0%	16%	1%	0	-10%	-1%	1
COc1ccc(C(C)(NC(C)=O)c2nc(-c3cccc(C(F)(F)F)c3)cs2)cc1 (stereo not given)	0%	?	3%	?	/	-10	/	-7%	11
CCOC(=O)c1c(S(=O)(=O)NCC(=O)N(C)Cc2ccccc2)c(C)n(C)c1C	7%	/	-17%	/	/	/	/	-1%	-3
COc1ccc(Nc2nnc(SCC(=O)N3CC(=O)Nc4ccccc43)s2)cc1	-15%	-10%	-20%	6%	2%	5	-10%	11%	2
Cc1cc2oc3c(c(=O)c2cc1C)C(c1ccc(C(C)C)cc1)N(c1nc(C)c(C)s1)C3=O (stereo not given)	8%	/	0%	/	/	/	/	5%	3
CCCC(NS(=O)(=O)c1ccc(OC)cc1)C(=O)O (stereo not given)	-4%	9%	3%	2%	0%	23	2%	-20%	0
COC(=O)CN1C(=O)C(C)(C)c2cc(S(=O)(=O)NCc3ccc(Cl)cc3)ccc21	21%	/	-18%	/	/	/	/	-1%	6
CC1(C(=O)NCC2CC2)CCN1C(=O)C1(c2ccc(Cl)cc2)CC1 (stereo not given)	0%	16%	-1%	1%	/	33	/	-13%	-8
COc1cccc(-n2c(SCC(=O)N3c4ccccc4CC3C)nnc2-c2ccco2)c1 (stereo not given)	-20%	-11%	-21%	-9%	0%	-6	-8%	-18%	2
C[C@H](CO)N1C[C@H](C)[C@@H](CN(C)S(=O)(=O)c2cccs2)Oc2ccc(NC(=O)CCC(F)(F)F)cc2C1=O	8%	9%	17%	13%	-1%	2	0%	18%	-1
CCOC(=O)c1cccc(NC(=O)CCCn2c(C)c3cnn(-c4ccccc4)c(=O)c3c2C)c1	-13%	/	0%	/	/	/	/	-22%	-9
CC(C)CC(=O)NC(=S)Nc1ccc(S(=O)(=O)NC(C)(C)C)cc1	-25%	-12%	15µM*	-15%	3%	-6	5%	5%	5
Cc1ccc(S(=O)(=O)NCCCNC(=O)N2CCOCC2)cc1	-13%	3%	7%	-7%	-12%	4	-4%	6%	-6
Cc1nn(C(C)C(=O)Nc2ccccc2C(F)(F)F)c(=O)c2c1sc1ccccc12 (stereo not given)	1%	/	-15%	/	/	/	/	5%	-12
Cc1occc1C(=O)Nc1cc(=O)n(C)c(=O)n1C	4%	8%	27%	7%	-4%	8	?	-4%	3
CC1=C(C(=O)N2CCOCC2)CC(CC(=O)NCc2ccco2)C(=O)N1CCC1=CCCCC1 (stereo not given)	-2%	-4%	-7%	2%	/	-15	/	-3%	-6
COC(=O)C1=C(C(=O)OC)C(c2ccccc2O)c2sc(=O)[nH]c2S1 (stereo not given)	1%	17%	-30%	0%	1%	-96*	-10%	10%	18
COc1ccc(-c2csc(NNC3=NCCCCC3)n2)cc1	-2%	-23%	-5%	-7%	?	-12	?	-11%	3
CCCS(=O)(=O)Nc1cc(-c2cn3cccc(C)c3n2)ccc1C	3%	/	6%	/	/	/	/	2%	-14
Cc1ccc(NC(=O)c2oc3ccccc3c2NC(=O)C2CCCCC2)cc1	-4%	/	-22%	/	/	/	/	0%	0
O=C(O)C(=Cc1ccccc1)Cc1ccccc1	1%	4%	26%	-10%	-8%	14	-2%	-4%	2
O=C(CSc1nc2ccccc2c(=O)n1Cc1ccc(F)cc1)NCc1cccs1	-23%	7%	?	1%	0%	-3	?	8%	3

Profiles, quoted from the list. Order of screens: KB-3-1 cytotox	HT1080 IDH1KD tx	KB-V1 MDR tox	HT1080-NT tox	SW480 rereplic	IL1B secr inh	MCF10A rerep	HEK293 tox	DRD3 agonist
Cc1cc2oc3c(c(=O)c2cc1C)C(c1ccc(C(C)C)cc1)N(c1nc(C)c(C)s1)C3=O (stereo not given) is entered as 8%	/	0%	/	/	/	/	5%	3
Cc1nnc(SCC(=O)N2CCN(S(=O)(=O)c3ccc(Cl)cc3)CC2)[nH]c1=O is entered as 0%	11%	0%	16%	1%	0	-10%	-1%	1
Cc1occc1C(=O)Nc1cc(=O)n(C)c(=O)n1C is entered as 4%	8%	27%	7%	-4%	8	?	-4%	3

Part of the list above, field by field:
> COc1ccc(C(C)(NC(C)=O)c2nc(-c3cccc(C(F)(F)F)c3)cs2)cc1 (stereo not given)
- KB-3-1 cytotox = 0%
- HT1080 IDH1KD tx = ?
- KB-V1 MDR tox = 3%
- HT1080-NT tox = ?
- SW480 rereplic = /
- IL1B secr inh = -10
- MCF10A rerep = /
- HEK293 tox = -7%
- DRD3 agonist = 11

> CCOC(=O)c1c(S(=O)(=O)NCC(=O)N(C)Cc2ccccc2)c(C)n(C)c1C
- KB-3-1 cytotox = 7%
- HT1080 IDH1KD tx = /
- KB-V1 MDR tox = -17%
- HT1080-NT tox = /
- SW480 rereplic = /
- IL1B secr inh = /
- MCF10A rerep = /
- HEK293 tox = -1%
- DRD3 agonist = -3

Following part:
SMILES	KB-3-1 cytotox	HT1080 IDH1KD tx	KB-V1 MDR tox	HT1080-NT tox	SW480 rereplic	IL1B secr inh	MCF10A rerep	HEK293 tox	DRD3 agonist
COc1ccc(NC(=O)c2oc3ccccc3c2NC(=O)c2cccc(F)c2)c(OC)c1	16%	/	23%	/	/	/	/	-2%	6
COc1cc(NC(=O)CC2NCCNC2=O)cc(OC)c1 (stereo not given)	-1%	8%	15%	8%	-1%	-2	-19%	5%	1
Cc1ccc(N(C(=O)c2ccco2)C(C(=O)NC2CCCC2)c2cccnc2)cc1 (stereo not given)	14%	-4%	-20%	10%	-66%[inhibitor]	19	-1%	-7%	1
O=C(/C=C/[C@H]1O[C@@H](n2cnc3c(NC(=O)c4ccccc4)ncnc32)[C@H](O)[C@@H]1O)NC1CCCCC1	0%	15%	13%	21%	/	-1	/	2%	7
O=[N+]([O-])c1cc2c(c(CSc3nnnn3-c3ccc(O)cc3)c1)OCOC2	-16%	-19%	0%	-13%	3%	-15	4%	-1%	4
C=C(C)c1nc2cc(OC)c(OC)cc2c(=O)o1	-2%	-3%	-1%	2%	-2%[9.22 µM]	-8	?	-8%	0
O=C(O)C1CSC(c2ccncc2)N1 (stereo not given)	11%	18%	0%	12%	-3%	19	-2%	5%	-9
CC(C)c1nc(SCc2ccccn2)c2c(=O)n(C)c(=O)n(C)c2n1	-21%	0%	0%	1%	-2%	50	7%	-3%	-5
Cc1ccc(C(=O)Nc2ncccc2C)cc1S(=O)(=O)N1CCOCC1	0%	0%	24%	8%	2%	7	1%	5%	-2
CCOC(=O)CSc1nc2c(c(=O)n(Cc3ccccc3Cl)c(=O)n2C)n1C	7%	17%	20%	12%	-11%[9.22 µM]	10	-2%	7%	-1
CCCCNC(=O)CN1CCN(c2ncc(NC(=O)c3ccc(Cl)cc3)cc2C(=O)O)CC1	-2%	/	-9%	/	/	/	/	-1%	-6
CC(=O)NC(O)C(=O)c1ccccc1 (stereo not given)	7%	19%	-3%	8%	2%	0	16%	-4%	4
Cc1cc(C(=O)OCC(=O)N(C)c2ccccc2)c(C)o1	2%	-1%	6%	0%	-17%	0	-2%	3%	-6
O=C(CCS(=O)(=O)c1ccc(F)cc1)Nc1nccs1	5%	0%	3%	0%	/	8	/	-6%	2
Cc1ccccc1NC(=O)/C=C/c1cccc(C(F)(F)F)c1	9%	8%	-18%	-7%	2%	-57*	-2%	?	-18
O=C(Oc1ccc(-c2nnco2)cc1)N1CCOCC1	12%	8%	1%	6%	1%	40	-5%	-4%	1
CCc1nnc(NC(=O)c2nc(SCc3cccc(C)c3)ncc2Cl)s1	5%	/	1%	/	/	/	/	-2%	-2
COc1cc(NC(=O)c2cccc(Cl)c2)c(OC)cc1NC(=O)CN1CCOCC1	11%	-14%	-16%	-8%	-3%	-21	?	?	9
CC(=O)Nc1ccc(NS(=O)(=O)C(F)(F)F)cc1	2%	2%	20%	5%	-4%	11	10%	6%	1
Cc1ccc(NC(=O)[C@@H]2CCCN2S(=O)(=O)c2ccc(Cl)cc2)cc1	/	-7%	/	24%	4%	4	7%	2%	-26
O=C(O)CCN1C(=O)c2ccc(NC(=O)C(c3ccccc3)c3ccccc3)cc2C1=O	-1%	-1%	10%	-2%	8%	48	-3%	-5%	-11
CCOC(=O)CNc1c(-c2ccc(F)cc2)nc2cnccn12	-2%	-1%	6%	1%	-7%	8	-1%	/	0
Cc1ccc(NC(=O)CN2C(=O)C3CC=CCC3C2=O)cc1S(=O)(=O)N1CCOCC1 (stereo not given)	13%	12%	?	20%	40%[1.84 µM]	29	-24%	-7%	11
O=C(c1ccccc1NS(=O)(=O)c1ccc(F)cc1)N1CCOCC1	-4%	4%	1%	4%	-1%	0	-2%	-6%	3
CCc1cccc(CC)c1N1C(=O)COCC1=O	12%	4%	-9%	10%	/	0	/	2%	-7
